TAAR1 ag: human TAAR1 agonism. Q96RJ0. CHO RD-HGA16 TAAR1, Fluo-8 calcium fluorescence; vehicle wells 0%, saturating PEA agonist 100%. activation, % at 3 µM. hit rate 0.99% among 360,000;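 active = activation above the mean activation of all test compounds in the run plus 3 SD, cut at about 38% in these data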
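Test system: RD-HGA16 (CHO) cells co-expressing Gα16 and hTAAR1 / Benchmarks: DMSO vehicle as 0%, PEA at EC100 as 100% / Repeats: no replicates (n 1) / Measure: % activation from peak over basal fluorescence ratio, DMSO-to-PEA scaled / Timing: 17-24 h plating, Fluo-8 75 min 37 °C, 30 min RT / Technique: kinetic Fluo-8 calcium fluorescence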
M4 antag: CHRM4 antagonism in calcium assay | CHO-hM4 cells, ACh EC80, Fluo-8 calcium fluorescence | inhibition, % at 3 µM | hit rate 0.73% among 360,000;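 active = inhibition above its plate's cutoff, the mean inhibition of sample wells plus 3 SD, cut at about 27% in these data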;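 also: 0% = acetylcholine EC80 with DMSO and 100% = DMSO without agonist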
Target sequence (P08173 whole entry, looked up): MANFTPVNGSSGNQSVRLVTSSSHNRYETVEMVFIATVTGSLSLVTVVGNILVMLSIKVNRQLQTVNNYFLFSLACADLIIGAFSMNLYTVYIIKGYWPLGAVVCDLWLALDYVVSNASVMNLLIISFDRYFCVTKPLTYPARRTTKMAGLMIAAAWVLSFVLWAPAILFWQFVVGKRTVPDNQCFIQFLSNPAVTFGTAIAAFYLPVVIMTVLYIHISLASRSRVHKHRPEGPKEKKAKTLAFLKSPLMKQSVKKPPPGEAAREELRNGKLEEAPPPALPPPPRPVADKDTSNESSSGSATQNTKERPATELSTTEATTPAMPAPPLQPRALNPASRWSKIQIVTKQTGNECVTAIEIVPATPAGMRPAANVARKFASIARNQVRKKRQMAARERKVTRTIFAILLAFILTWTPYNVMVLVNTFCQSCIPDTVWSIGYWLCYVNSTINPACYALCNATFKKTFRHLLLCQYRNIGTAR
CHRM5 antagonist: antagonists of human muscarinic M5 receptor (CHRM5); AID 624040; inhibition, % at 3 µM; hit rate 0.59% among 360,000; CHO-hM5 cells, Fluo-8 calcium fluorescence, ACh EC80;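 active = inhibition above a per-plate cutoff, the mean of that plate's test compounds plus 3 SD, cut at about 27% in these data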;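 also: 0% = acetylcholine EC80 with DMSO and 100% = DMSO without agonist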
CHRM5 agonist: CHRM5 agonism in calcium assay; P08912; activation, % at 3 µM; AID 624037; hit rate 0.19% among 360,000; CHO-K1 hM5 cells, Fluo-8 calcium fluorescence; 0% DMSO wells, 100% maximal acetylcholine response;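 active = activation above the run's mean over test compounds plus 3 SD, cut at about 23% in these data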;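 also: signal is peak over basal fluorescence ratio across the kinetic read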
CHRM4 agonist: CHRM4 agonism in calcium assay. activation, % at 3 µM. AID 624127. hit rate 0.14% among 360,000. CHO-K1 hM4/Gqi5, Fluo-8 calcium fluorescence; vehicle 0%, full acetylcholine response 100%. P08173;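 active = activation above the run mean over all test wells plus 3 SD, cut at about 32% in these data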;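 also: peak over basal fluorescence ratio per well then scaled between controls; 0% = DMSO wells and 100% = acetylcholine at EC100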
M1 PAM: positive allosteric modulators of human M1 muscarinic receptor; P11229; CHO-K1 hM1, Fluo-8 calcium fluorescence, ACh EC20; 0% = ACh EC20, 100% = maximal ACh; activation, % at 3 µM; hit rate 0.088% among 360,000; in the data active = activation above about 19%, passing the limit was not always enough
Target sequence (P11229 whole entry, looked up): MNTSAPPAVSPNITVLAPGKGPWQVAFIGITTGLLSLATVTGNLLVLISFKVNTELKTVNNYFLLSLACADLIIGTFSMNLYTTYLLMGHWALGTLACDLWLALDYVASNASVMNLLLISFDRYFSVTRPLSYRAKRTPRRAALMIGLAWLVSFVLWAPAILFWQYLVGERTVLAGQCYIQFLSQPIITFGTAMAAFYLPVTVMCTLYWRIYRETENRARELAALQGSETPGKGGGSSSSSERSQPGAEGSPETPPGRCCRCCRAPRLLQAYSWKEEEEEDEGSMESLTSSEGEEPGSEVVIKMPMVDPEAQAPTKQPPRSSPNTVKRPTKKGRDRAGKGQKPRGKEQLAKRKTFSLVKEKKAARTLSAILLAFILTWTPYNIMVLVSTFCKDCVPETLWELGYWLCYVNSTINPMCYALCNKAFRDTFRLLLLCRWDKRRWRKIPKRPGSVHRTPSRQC
M5 PAM: potentiates acetylcholine response at human M5 receptor | P08912 | CHO-K1 hM5, Fluo-8 calcium, ACh EC20 PAM; 0% = ACh EC20, 100% = ACh EC100 | activation, % at 3 µM | hit rate 0.3% among 360,000;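 active = activation above the run cutoff, the mean activation of all test compounds plus 3 SD, cut at about 18% in these data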
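system = human M5 receptor in CHO-K1 cells | reagent = EC20 acetylcholine as agonist stimulus | compound dosing = single-point, 3 µM nominal | incubation = Fluo-8 loading 80 min at 37 °C plus 30 min room temperature | detection = Fluo-8 calcium dye fluorescence, kinetic read | benchmarks = low control EC20 acetylcholine (0%), high control EC100 acetylcholine (100%)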
M1 antag: antagonists of human M1 muscarinic receptor | P11229 | CHO-K1 hM1, Fluo-8 calcium fluorescence, ACh EC80 antagonist | inhibition, % at 3 µM | hit rate 1.3% among 360,000 | AID 588852;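 active = percent inhibition above its own plate's cutoff, namely the mean of that plate's compound wells plus 3 SD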;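 also: peak over basal fluorescence ratio during 140 s after agonist addition; 0% = ACh EC80 plus DMSO and 100% = DMSO alone without agonist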
M1 ag: agonists of human M1 muscarinic receptor; P11229; CHO-K1 hM1, Fluo-8 calcium fluorescence, agonist mode; 0% DMSO, 100% acetylcholine EC100; activation, % at 3 µM; hit rate 0.33% among 360,000;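 active = activation above the run's mean compound activation plus 3 SD, cut at about 16% in these data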;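 also: peak over basal fluorescence ratio within a 140 s kinetic read after compound addition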
The depositor's hits bear a star; / = not tested or not shown. An excerpt; rates above refer to the full screens.

mol,TAAR1 ag,M4 antag,CHRM5 antagonist,CHRM5 agonist,CHRM4 agonist,M1 PAM,M5 PAM,M1 antag,M1 ag
Cc1ccccc1COCCN1CCN(S(=O)(=O)c2ccccc2)CCC1=O,2,4,3,4,1,4,0,-10,-1
O=C(O)C1CCCN1C(=O)Nc1ccc(Cl)cc1 (centres undefined),0,14,2,-1,0,1,2,-7,-5
CC(C)C[C@H](NC(=O)Nc1ccccc1F)C(=O)O,11,15,-3,0,0,10,0,-8,-2
C=CCn1c(N)cc(=O)nc1SCC(=O)N(c1ccccc1)c1ccccc1,4,-2,2,-1,0,6,3,-4,-5
CCOc1ccc(-n2nc3c(=O)[nH]nc(C)c3c2C)cc1,-1,14,7,-3,-1,-2,-2,3,-7
Cc1cc(NC(=O)Cn2c(=O)oc3ccccc32)no1,7,9,8,0,0,4,-4,2,-5
O=C(CN1C(=O)COc2ccccc21)N1CCCC1,2,10,3,-1,1,-1,5,2,-5
O=S(=O)(c1ccc(F)cc1)N1CCCC1,0,19,7,-7,0,6,-3,-8,-4
CC(=O)c1c(C)cc(C)c(CSc2ccccn2)c1C,1,5,2,0,0,-6,-2,9,-4
CCCCCOC(=O)Nc1nnc(CCCCC)s1,1,13,2,-6,-3,-6,-4,-4,-9
COCc1c(C(=O)N/N=C\c2cccs2)nnn1-c1nonc1N,7,3,-6,1,1,17,3,-15,6
CCOC(=O)/C(=C/c1ccc(OC(F)F)cc1)C1=Nn2c(nnc2-c2ccc(Cl)cc2)SC1,3,8,15,2,1,10,-2,-8,0

Next part; the last 2 above are carried over.
mol,TAAR1 ag,M4 antag,CHRM5 antagonist,CHRM5 agonist,CHRM4 agonist,M1 PAM,M5 PAM,M1 antag,M1 ag
COCc1c(C(=O)N/N=C\c2cccs2)nnn1-c1nonc1N,7,3,-6,1,1,17,3,-15,6
CCOC(=O)/C(=C/c1ccc(OC(F)F)cc1)C1=Nn2c(nnc2-c2ccc(Cl)cc2)SC1,3,8,15,2,1,10,-2,-8,0
CCOC(=O)Cc1cc(OC)c(OC)cc1Cc1cc(OC)c(OC)cc1CC(=O)OCC,6,0,8,1,1,10,-9,0,4
Cc1csc(=O)n1CC(=O)OCC(=O)c1c(N)n(C)c(=O)n(C)c1=O,1,-3,9,0,1,6,3,-10,-4
COCCN(C(=S)Nc1ccccc1OC)C(C)c1cccs1 (centres undefined),5,-5,-3,-5,1,11,4,-17,-8
Cc1ccc(Cl)cc1N1CCN(C(=O)C2CCN(S(=O)(=O)c3c(C)nn(C)c3C)CC2)CC1,36,26,30*,7,21,-20,-26,22*,10
Cc1cc(NC(=O)CCC(=O)N(c2ccccc2)C(C(=O)NC2CCCC2)c2ccccc2)no1 (centres undefined),6,-12,2,-4,2,0,-6,-19,-6
Cc1ccc(N2C(=O)C3CCC(C)(C2=O)C3(C)C)cc1C (centres undefined),0,6,10,2,0,-2,0,12,-2
CCOC(=O)C1=C(C)OC2(O)c3ccccc3C(=O)C12O (centres undefined),13,12,-6,1,0,6,2,-11,-2
CCCc1nnc(N2C(=O)c3cccc4cccc(c34)C2=O)s1,3,-1,4,0,0,7,-1,-3,-4
COc1ccc(CNC(=O)COC(=O)CCc2nc3ccccc3c(=O)[nH]2)cc1,3,-4,-6,2,2,11,13,-4,0
O=C(/C=C/c1ccccc1[N+](=O)[O-])N1CCOCC1,0,0,15,0,1,3,1,-8,-3
NC(=O)C1CCCN1Cc1ccc2c(c1)OCO2 (centres undefined),4,-19,3,0,1,2,7,-10,-4
CCOc1ccccc1NS(=O)(=O)N(C)C,5,2,2,1,1,8,0,-6,-3

Some values from the list:
M1 PAM with CCCc1nnc(N2C(=O)c3cccc4cccc(c34)C2=O)s1 = 7
CHRM5 agonist with CCOC(=O)Cc1cc(OC)c(OC)cc1Cc1cc(OC)c(OC)cc1CC(=O)OCC = 1
M5 PAM with COc1ccc(CNC(=O)COC(=O)CCc2nc3ccccc3c(=O)[nH]2)cc1 = 13

Next section:
mol,TAAR1 ag,M4 antag,CHRM5 antagonist,CHRM5 agonist,CHRM4 agonist,M1 PAM,M5 PAM,M1 antag,M1 ag
CCCCCCCCN1C(=O)[C@H](CC(=O)NCc2ccccc2)C[C@@]2(C(=O)OC)CCCCC=C12,-1,-15,-3,-1,5,/,-2,/,/
O=C(C[C@@H]1C[C@H]2c3cc(NC(=O)C4CCC4)ccc3O[C@H]2[C@@H](CO)O1)NCc1ccc(-c2ccccc2)cc1,5,4,-3,1,2,-2,-5,3,-6
COc1ccc(Oc2cc(C)c3ccccc3n2)cc1,17,-7,0,-4,-2,4,2,-3,-4
CCCS(=O)(=O)NCCc1cc2c(C)ccc(C)c2[nH]c1=O,0,-15,4,2,1,6,-2,1,-1
Cn1nc(-c2ccccc2)cc1NC(=O)Nc1ccc(F)cc1,12,-21,17,6,16,1,-15,4,2
NC1=NOC(=O)C1C1CCCCC1 (centres undefined),0,4,4,0,-1,4,7,-12,-1
Cc1nc(C(F)(F)F)ccc1C(=O)N1CCC1(C)C(=O)NS(=O)(=O)c1ccc2c(c1)CCO2 (centres undefined),1,-6,3,1,0,7,-1,-22,0
CCOc1ccc(Cc2c(Cl)nc(SC)nc2OC)cc1,6,14,-5,-3,-1,6,0,-7,-3
COc1ccc(S(=O)(=O)N2CCCCC2c2cc(C(=O)Nc3ccc(OC)cc3C)no2)cc1 (centres undefined),-1,-5,0,-1,8,0,-3,-13,-4
C/C(=N/OC(=O)c1cccc(C(F)(F)F)c1)c1cnccn1,3,-5,8,-1,1,-2,-3,17,-2
CCC(=O)N1Cc2cc(C(=O)NCC(F)(F)F)nc(-c3cccc(-c4cncnc4)c3)c2[C@H]1CCO,2,0,1,1,0,/,1,/,/
CCOc1ccc(S(=O)(=O)Nc2ccc(S(=O)(=O)N3CCOCC3)cc2)cc1,14,-1,-3,0,2,9,-2,-10,0

Record cards, as listed above. Order of values: TAAR1 ag | M4 antag | CHRM5 antagonist | CHRM5 agonist | CHRM4 agonist | M1 PAM | M5 PAM | M1 antag | M1 ag
Listed for `O=C(CN1C(=O)COc2ccccc21)N1CCCC1` → 2 | 10 | 3 | -1 | 1 | -1 | 5 | 2 | -5
Listed for `COCc1c(C(=O)N/N=C\c2cccs2)nnn1-c1nonc1N` → 7 | 3 | -6 | 1 | 1 | 17 | 3 | -15 | 6
Listed for `CCOC(=O)C1=C(C)OC2(O)c3ccccc3C(=O)C12O` (centres undefined) → 13 | 12 | -6 | 1 | 0 | 6 | 2 | -11 | -2

(continued)
mol,TAAR1 ag,M4 antag,CHRM5 antagonist,CHRM5 agonist,CHRM4 agonist,M1 PAM,M5 PAM,M1 antag,M1 ag
O=C(CCC(NC(=O)OCc1ccccc1)C(=O)OCc1ccccc1)NCC(=O)OCc1ccccc1 (centres undefined),2,1,-4,-1,2,3,-2,3,-5
C[C@H](CO)N1C[C@H](C)[C@@H](CN(C)C(=O)Cc2ccccc2)OCc2cnnn2CCCC1=O,0,-9,4,1,2,8,1,-11,-3
CCOC(=O)N1CCC(NC(=O)c2cc(S(=O)(=O)N(CC)CC)ccc2F)CC1,/,3,-6,-1,2,0,0,-16,-5
CCOc1ccccc1NC(=O)Cn1nnc(C(=O)NCc2ccco2)c1N,6,-1,4,-1,0,2,-2,2,-2
COc1ccc(-c2nc3ccc(Cl)cn3c2Cc2ccsc2)cc1OC,0,1,-1,0,2,-3,8,-17,-5
Cn1ncc(Oc2ccc([N+](=O)[O-])cc2)c(Cl)c1=O,0,4,-3,-1,0,6,3,-2,-3
COc1ccc(C(=O)NC2CC3CCCC(C2)N3CC(C)C)cc1 (centres undefined),2,-2,3,-6,0,1,-2,-11,-9
O=C(O)CP(=O)(O)O,3,-18,-18,0,1,4,16,-20,-4
O=C(NCC1CCCN(Cc2cccc(OCCO)c2)C1)c1ccc(F)cc1 (centres undefined),-1,-5,-5,-1,0,5,5,-9,-6
Cc1ccc(N2C(=O)CC(NNC(=O)c3cccc(S(=O)(=O)N4CCCC4)c3)C2=O)cc1 (centres undefined),4,0,-1,0,0,3,-1,1,-4
O=C(O)/C(=C\c1ccco1)NC(=O)c1ccco1,2,2,2,-2,1,15,8,-23,-1
CCCCCCCC(=O)N/N=C(\C)c1cccnc1,2,2,7,-11,-1,5,-9,-6,-3

Further entries follow.
mol,TAAR1 ag,M4 antag,CHRM5 antagonist,CHRM5 agonist,CHRM4 agonist,M1 PAM,M5 PAM,M1 antag,M1 ag
CCOc1cc(/C=N/NC(=O)c2ccc(CN3CCOCC3)cc2)ccc1OCc1ccccc1,6,-2,1,1,0,4,-3,-1,-7
COc1ccc(Cl)cc1NC(=O)CCN1CCN(C)CC1,10,-4,0,0,1,7,-1,-26,-2
COc1ccc(NC(=S)N2CCC(c3nc4ccccc4[nH]3)CC2)c(OC)c1,0,7,5,-2,0,-6,-4,3,-12
Oc1ccc(C=NNc2ccccn2)c(O)c1,18,-5,3,5,2,7,0,-10,0
O=C(/C=C/c1ccco1)N1CCN(S(=O)(=O)c2cccs2)CC1,5,9,0,1,2,4,4,-22,-4
